Source: PubChem
MazEF act: activators of E. coli MazEF toxin-antitoxin RNase; FAM/BHQ RNA-DNA oligo cleavage fluorescence, 5 h; P0AE70; AID 504720; activation, % at 20 µM; 350,000 compounds, 0.32% hits; in the data active means activation above about 50%
Target sequence (P0AE70 whole entry, looked up): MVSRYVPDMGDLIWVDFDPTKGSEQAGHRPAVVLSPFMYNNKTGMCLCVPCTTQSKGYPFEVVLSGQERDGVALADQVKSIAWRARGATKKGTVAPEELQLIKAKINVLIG
SSB-PriA inh: inhibitors of Klebsiella pneumoniae PriA binding to SSB C-terminal tail; AlphaScreen SSBct-PriA binding, biotinylated peptide; inhibition, % at 33 µM; 430,000 compounds, 0.6% hits; AID 1272365; in the data active means inhibition mostly above about 37%, no sharp cut-off; inactive means mostly below about 20%;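 further: plate controls were negative control peptide for no effect and reference peptide for full effect; strong numbers were not always called active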
VHR inh abs: DUSP3 (human) phosphatase inhibition; P51452; recombinant VHR phosphatase, pNPP absorbance; inhibition, % at 13.3 µM; 290,000 compounds, 0.52% hits; in the data active means inhibition above about 50%; further: some compounds called inactive have numbers as strong as hits
Target sequence (P51452 whole entry, looked up): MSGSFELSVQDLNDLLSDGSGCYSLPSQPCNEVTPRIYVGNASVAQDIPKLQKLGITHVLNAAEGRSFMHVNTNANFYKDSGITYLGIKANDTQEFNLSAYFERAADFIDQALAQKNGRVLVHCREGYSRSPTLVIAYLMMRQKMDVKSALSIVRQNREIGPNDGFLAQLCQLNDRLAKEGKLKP
BH1578 lux ind: quorum light induction in luxS cqsA deficient V. cholerae; 350,000 compounds, 0.16% hits; V. cholerae BH1578 lux reporter, luminescence, 6 h; AID 588436; activation, % at 18.7 µM; in the data active means activation mostly above about 9.7%, no sharp cut-off; further: not every result past the cut was called active; inactives centre near 0; reference of the scale not given here
Rv3671c inh: inhibitors of M. tuberculosis serine protease Rv3671c | P9WHR9 | inhibition, % at 5.96 µM | 320,000 compounds, 0.048% hits | AID 2606; in the data active means inhibition above about 38%;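 further: extracellular domain of Rv3671c used as enzyme; 0% = enzyme with DMSO and 100% = no enzyme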
Target sequence (P9WHR9 whole entry, looked up, the tested form may be a part): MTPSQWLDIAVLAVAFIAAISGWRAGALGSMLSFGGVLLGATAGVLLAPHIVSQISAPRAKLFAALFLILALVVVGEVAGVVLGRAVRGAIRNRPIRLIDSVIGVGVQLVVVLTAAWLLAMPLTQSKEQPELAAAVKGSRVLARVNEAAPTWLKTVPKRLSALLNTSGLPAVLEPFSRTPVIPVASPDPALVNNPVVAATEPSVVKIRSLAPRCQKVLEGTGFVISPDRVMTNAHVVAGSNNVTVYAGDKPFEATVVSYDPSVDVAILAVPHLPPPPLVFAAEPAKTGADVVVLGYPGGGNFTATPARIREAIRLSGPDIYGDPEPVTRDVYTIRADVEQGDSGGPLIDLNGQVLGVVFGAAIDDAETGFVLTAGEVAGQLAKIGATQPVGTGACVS
Mtb BioA inh: inhibitors of Mycobacterium tuberculosis BioA enzyme | purified M. tuberculosis BioA enzyme, plate reader | inhibition, % at 9.99 µM | 360,000 compounds, 0.096% hits; in the data active means inhibition above about 40%
GDH-TPI counter: inhibits GDH-TPI coupling enzymes, artifact for Mtb FBA screen; GDH-TPI coupled enzyme counterscreen, NADH absorbance; inhibition, % at 4.8 µM; 360,000 compounds, 1.2% hits; in the data active means inhibition above about 30%;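 further: 0% = DMSO wells and 100% = wells lacking the enzyme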
Mtb FBA inh: Mtb fructose-bisphosphate aldolase inhibition. P9WQA3. purified M. tuberculosis FBA, fluorescence read-out. inhibition, % at 1 µM. 360,000 compounds, 2.3% hits. AID 588726; in the data active means inhibition above about 27%;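 further: 0% = vehicle and 100% = reference inhibitor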
Mtb UGM inh: inhibitors of M. tuberculosis UDP-galactopyranose mutase; inhibition, % at 10 µM; purified UGM, fluorescence polarization probe displacement; AID 504406; 320,000 compounds, 0.06% hits; P9WIQ1; in the data active means inhibition above about 10%, passing the limit was not always enough
SARS 3CLpro inh: SARS-CoV 3CLpro protease inhibition. AID 1706. recombinant SARS-CoV 3CLpro, quenched FRET peptide cleavage. P0C6X7. 290,000 compounds, 0.14% hits. inhibition, % at 6 µM; in the data active means inhibition above about 12%
* marks the source's active call; other numbers are inactive results; i = inactive; · = not tested or not shown; & = joins results of further samples. Only part of the results is shown. The share of hits here may be higher or lower than overall.

No.	compound	MazEF act	SSB-PriA inh	VHR inh abs	BH1578 lux ind	Rv3671c inh	Mtb BioA inh	GDH-TPI counter	Mtb FBA inh	Mtb UGM inh	SARS 3CLpro inh
1	COc1ccc(CCNC(=O)Cc2ccc(OC)c(OC)c2)cc1OC	-22	6	-2	-0.3	-5	1.3	-1	0	-1.4	4
2	CN(CC(=O)Nc1ccc(Cl)c(Cl)c1)CC(=O)N1CCCCCC1	8	·	·	i	·	1.2	5	-1	·	·
3	CCN(CC)c1ccc(/C=C/C(=O)C2C(=O)C=C(C)OC2=O)cc1 (configuration not stated)	-150	-2	-14	-0.4	-65	·	8	-1	-9.0	-1
4	CCOc1ccc(C(C)=O)cc1N1C(=O)C2C(C1=O)C1C=CC2C12CC2 (configuration not stated)	5	0	7	-12	-4	-0.3	2	3	0.7	-1
5	Cc1ccc(C(=O)N[C@@H](C)CN2C3=NC[C@H](C(C)C)N3C[C@H]2Cc2ccc(O)cc2)cc1Br	24	3	7	0.5	1	-0.7	-6	0	-0.4	-1
6	Cc1cc2cc3c(=O)[nH]c(=O)[nH]c3nc2cc1C	·	·	36	·	-2	·	·	·	-2.4	-3
7	CCOCc1nnc(NC(=O)CCC2CCCCC2)s1	5	-13	-16	i	5	-0.5	3	-4	-6.4	1
8	CC1=CC2(O)OCCN(CCO)C2=CC1=O (configuration not stated)	3	-1	18	6.2	-4	-1.0	0	5	-0.3	8
9	COc1ccc(-n2nnnc2SCC(=O)c2ccc(OC)c(OC)c2)cc1	-6	15	9	i	-3	0.5	13	-2	-0.1	-2
10	CC1(C)Cc2c(sc(NC(=O)c3ccc(S(=O)(=O)N4CCCCCC4)cc3)c2C#N)C(C)(C)N1	4	10	8	-4.3	-2	0.5	21	-1	-1.3	3
11	CC(C)Oc1cccc(C(=O)Nc2ccccc2N2CCOCC2)c1	-2	-11	-29	i	8	2.4	3	2	-0.1	-5
12	Cc1ccc(N=c2sc(C)c(C)n2C)cc1	4	17	-20	-0.3	-10	·	9	6	-2.0	2
13	COc1ccccc1NC(=O)CSc1nnnn1-c1ccc(F)cc1	-1	-2	8	0.4	-28	0.9	13	3	0.1	-3
14	COc1cccc(-n2nc(C(N)=O)c(O)cc2=O)c1	3	-3	17	-0.1	-6	·	3	6	1.6	4
15	O=C(Nc1nccs1)c1ccc(S(=O)(=O)c2ccccc2)cc1	-10	-12	7	0.4	2	-0.4	17	2	-0.4	-4
16	Cc1[nH]c(C)c(S(=O)(=O)NCc2ccc(F)cc2)c1C(=O)N1CCCC1	-12	0	-9	-0.3	8	-2.6	1	-1	-2.2	1
17	CCCCn1c(N)c(N(CCOC)C(=O)c2cc(-c3ccc(C)cc3)nc3ccccc23)c(=O)[nH]c1=O	0	-10	·	3.7	-4	-0.1	14	-2	·	·
18	O=C(NC1CS(=O)(=O)CC1NCc1ccco1)c1ccccc1 (configuration not stated)	5	-2	2	-5.6	2	-6.1	-2	1	1.2	2
19	Cc1ccc(C)c(NC(=S)NC(C)C(c2cccs2)N2CCOCC2)c1 (configuration not stated)	4	-10	15	-0.8	0	-1.0	2	-2	-0.4	-4
20	C=CCc1cccc2cc(C(=O)NCc3cccnc3)c(=O)oc12	4	0	-12	i	-4	·	22	11	-2.2	1
21	CCN(CC)CCCNC(=O)c1ccc2c3n(nc2c1)-c1ccc(Cl)cc1CO3	11	9	·	-9.5	-11	2.0	1	13	1.2	·
22	CC(=O)Nc1ccc(NC(=O)C2CCCN(c3ncccn3)C2)cc1 (configuration not stated)	2	-8	18	-0.1	4	·	2	8	2.4	-4
23	Cc1ccc(S(=O)(=O)NCCN2CCOCC2)c(C)c1C	-1	-7	14	-0.2	4	-0.7	4	6	0.4	-4
24	O=c1c2c(nc3cc(-c4cccc(Cl)c4)[nH]n13)CCCC2	8	4	16	-0.1	6	·	17	4	-0.5	2
25	O=C(OCC(=O)N1CCN(C(=O)c2ccco2)CC1)c1ccc(Cl)c(Cl)c1	10	9	·	-1.8	0	1.5	11	2	-0.6	·
26	COc1ccc(NC(=O)Nc2ccc3nsnc3c2)cc1	9	1	17	-12	0	-0.9	19	2	0.2	-9
27	C[C@H]1CN([C@@H](C)CO)S(=O)(=O)c2ccc(-c3cccc(F)c3)cc2O[C@@H]1CN(C)C	5	·	·	-0.6	·	0.3&1.8&2.2	3	0	·	·
28	CC1CCCCN1Cc1cccnc1 (configuration not stated)	-6	-10	39	1.6	5	·	-4	3	-1.4	4
29	COc1ccc(OC)c(C(=O)CSc2nc3ncccc3[nH]2)c1	-9	-3	1	-0.7	8	·	16	1	-0.1	-6
30	Cc1cc(C)nc(-n2nc(C)cc2NC(=O)c2ccc(S(=O)(=O)N3CCOCC3)cc2)n1	4	-9	3	·	-14	·	·	·	-0.7	0

Later entries
No.	compound	MazEF act	SSB-PriA inh	VHR inh abs	BH1578 lux ind	Rv3671c inh	Mtb BioA inh	GDH-TPI counter	Mtb FBA inh	Mtb UGM inh	SARS 3CLpro inh
31	CCOC(=O)c1cc2c(ccn2-c2ccc(F)cc2)n1CC(=O)N1CCN(C(=O)c2ccco2)CC1	-5	6	8	-0.3	3	0.9	19	4	-1.1	-4
32	CNC(=S)N(CCc1c(C)[nH]c2ccccc12)Cc1ccco1	11	10	6	i	-1	·	-5	3	-1.6	-2
33	CCCn1c(C(=O)c2ccccc2OC)nc2ccccc21	-2	-1	18	-0.6	-11	·	9	-5	-2.0	3
34	CC1=CC(C)(C)N(C(=O)CN2C(=O)c3ccccc3C2=O)c2ccccc21	-1	2	-11	i	-9	-0.9	-11	-4	-0.6	4
35	COc1ccc(NC(=O)C2Cc3c(-c4ccc(NC(C)=O)cc4)ccnc3O2)cn1 (configuration not stated)	·	·	·	-0.4	·	-0.6	6	7	·	·
36	O=C(N/C(=C/c1ccc2c(c1)OCO2)C(=O)N1CCOCC1)c1cccs1	-6	1	5	-0.3	-3	3.4	20	-2	0.6	2
37	C[C@@H](O)c1nc2ccccc2n1N	2	1	10	-3.4	-9	·	-5	0	-1.3	1
38	Fc1ccc(C2=CSC3=NCCN23)cc1	0	-11	22	i	6	·	4	0	1.2	3
39	CCOC(=O)c1c(NC(=S)Nc2ccccc2)sc2c1CCN(CCc1ccccc1)C2	·	·	16	·	-24	·	·	·	1.8	-1
40	O=C(CCNC(=O)c1ccccc1Cl)NC1=NCCS1	3	-13	42	1.6	6	2.1	-1	7	-1.2	-2
41	Cc1cc(O)c(C)c(O)c1/C=N/NC(=O)c1cccnc1	8	·	8	i	24	-0.7	31*	-2	4.0	2
42	CCCCOc1ccc(S(=O)(=O)Nc2cc(OC)ccc2OC)cc1	1	-32	-20	i	-5	-6.9	3	-1	-1.2	9
43	O=[N+]([O-])c1cccc(-n2cccc2/C=N/Nc2nc(N3CCCCC3)nc(N3CCCCC3)n2)c1	50	·	12	i	0	·	12	-1	2.2	2
44	Cc1ccc(-c2cc(C(=O)Nc3cc(C)on3)c3ccccc3n2)cc1	4	-8	-7	-0.3	-5	·	16	11	1.0	2
45	N#Cc1ccc(C23CC4(C2)[C@H](CN(P(=O)(c2ccccc2)c2ccccc2)[C@@H]4c2ccccc2)C3c2ccc(Cl)nc2)cc1 (some centres not stated)	3	-8	7	-1.4	-14	-3.4	14	2	2.6	·
46	CCCN(C(=O)c1cc(S(=O)(=O)N(C)c2ccc(OCC)cc2)ccc1C)C1CCS(=O)(=O)C1 (configuration not stated)	-1	-10	·	i	3	-0.2	-8	-1	1.8	·
47	CC(/C=C1\SC(=O)N(CC(=O)Nc2cccc(O)c2)C1=O)=C\c1ccccc1	7	36	-14	i	-78	·	33*	2	-1.6	5
48	CN(CCO)C(=O)c1cccc2c1-c1ccccc1C2=O	-3	2	19	i	-6	-0.5	8	0	-2.9	-1
49	Cc1cc(-c2csc(NC(=O)c3ccc(C#N)cc3)n2)c(C)n1Cc1ccccc1	2	-3	-4	-0.3	5	·	10	2	1.5	2
50	COCCn1c(SCC(=O)NC(=O)NC(C)C)nc2ccccc21	1	-4	14	i	1	·	5	0	-3.3	2
51	CCCCc1cc(=O)oc2c(CN(CC)CC)c(O)c(Cl)cc12	-2	-10	52*	-0.1	2	-0.2	7	·	1.6	1
52	CCCCCn1c(Sc2nc3ccccc3s2)nc2c1c(=O)[nH]c(=O)n2C	-4	-12	4	i	-13	1.2	-3	-2	-2.4	0
53	O=C(O)c1ccc(NC(=O)C2C3CCC(O3)C2C(=O)O)cc1 (configuration not stated)	5	10	31	1.9	0	-2.4	7	1	1.7	1
54	CN(CC(=O)NCCN1CCN(Cc2ccccc2)CC1)S(=O)(=O)c1cccc2nsnc12	-3	-6	9	-4.3	-2	-1.0	17	3	-1.2	1
55	CN1C(=O)C2(C(C#N)=C(N)N(c3cc(Cl)cc(Cl)c3)C3=C2C(=O)CCC3)c2ccccc21 (configuration not stated)	9	5	-15	-1.4	3	-0.9	3	-1	-0.8	-1
56	CC(C)Oc1ccc(C(CC(=O)O)Cc2ccccc2)cc1 (configuration not stated)	-2	-3	12	-8.3	-7	0.7	5	6	1.7	3
57	Cc1nc2ccccc2c(=O)n1C1CCCCCC1	-2	-7	-2	-5.6	-1	0.9	0	-1	2.3	-1
58	CC(C)CCCNc1nc(N2CCOCC2)nc(N2CCOCC2)n1	1	-8	8	-0.2	0	-0.1	-3	3	0.6	-3
59	Cc1nc(CCNC(=O)Cc2ccc(Cl)cc2)cs1	16	-12	24	-0.3	1	-0.3	-11	3	-5.4	2
60	Nc1ccc2ncccc2c1N	15	11	2	i	2	-1.6	-3	-4	-1.8	·
61	Cn1nc(C#N)c(=O)[nH]c1=O	10	-8	·	i	·	-0.6	-12	-2	·	·
62	O=C(Nc1ccc(Cl)cc1)c1csc(COCCO)n1	·	·	·	-0.2	·	0.3	4	1	·	·

9 entries from above, with values under each structure.
The line under a structure holds: MazEF act	SSB-PriA inh	VHR inh abs	BH1578 lux ind	Rv3671c inh	Mtb BioA inh	GDH-TPI counter	Mtb FBA inh	Mtb UGM inh	SARS 3CLpro inh
31	CCOC(=O)c1cc2c(ccn2-c2ccc(F)cc2)n1CC(=O)N1CCN(C(=O)c2ccco2)CC1
 : -5	6	8	-0.3	3	0.9	19	4	-1.1	-4
32	CNC(=S)N(CCc1c(C)[nH]c2ccccc12)Cc1ccco1
 : 11	10	6	i	-1	·	-5	3	-1.6	-2
33	CCCn1c(C(=O)c2ccccc2OC)nc2ccccc21
 : -2	-1	18	-0.6	-11	·	9	-5	-2.0	3
34	CC1=CC(C)(C)N(C(=O)CN2C(=O)c3ccccc3C2=O)c2ccccc21
 : -1	2	-11	i	-9	-0.9	-11	-4	-0.6	4
35	COc1ccc(NC(=O)C2Cc3c(-c4ccc(NC(C)=O)cc4)ccnc3O2)cn1 (configuration not stated)
 : ·	·	·	-0.4	·	-0.6	6	7	·	·
36	O=C(N/C(=C/c1ccc2c(c1)OCO2)C(=O)N1CCOCC1)c1cccs1
 : -6	1	5	-0.3	-3	3.4	20	-2	0.6	2
37	C[C@@H](O)c1nc2ccccc2n1N
 : 2	1	10	-3.4	-9	·	-5	0	-1.3	1
38	Fc1ccc(C2=CSC3=NCCN23)cc1
 : 0	-11	22	i	6	·	4	0	1.2	3
39	CCOC(=O)c1c(NC(=S)Nc2ccccc2)sc2c1CCN(CCc1ccccc1)C2
 : ·	·	16	·	-24	·	·	·	1.8	-1
